GRK2 inh = compounds blocking aptamer binding on GRK2 – biochemical, human GRK2, bead flow cytometry, HTS, primary screen | Beta-adrenergic receptor kinase 1 (Homo sapiens), P25098 | inhibition of aptamer binding, % at 10 µM | 330,000 compounds, 0.59% hits | FAM-aptamer displacement from GRK2;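 active = inhibition of aptamer binding above 40%, roughly 3 SD of noise, on plates passing a quality check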;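 also: median bead fluorescence of bound FAM aptamer so fluorescent compounds give negative values; no value below 0 was filed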
CIT2 TOR yeast = modulators of CIT2-GFP expression in yeast, primary screen, S. cerevisiae, GFP fusion, multiplex flow cytometry, MLPCN library. GFP response vs DMSO, % at 10 µM. 320,000 compounds, 0.065% hits. AID 2029, 2009. S. cerevisiae CIT2-GFP strain, 3 h; 100 means same as DMSO wells;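 active = GFP response relative to DMSO above a set limit, near the screen mean plus 3 SD, cut at about 150% in these data; inconclusive = Fewer than 70 cells measured for a yeast strain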;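 also: ratio of well median GFP fluorescence to mean of DMSO wells on the plate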
Yeast superoxide = reduction of superoxide in aged yeast, primary screen, HTS | S. cerevisiae aged cells, superoxide DHE fluorescence; stronger effect = lower value | superoxide response (% of plate mean), % at 10 µM | 330,000 compounds, 0.18% hits;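 active = superoxide response under a set limit, about three screen SD below normal, cut at about 65% in these data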;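 also: yeast aged for seven days with compound at 30 °C before DHE staining; 100% = average MFI of all compound-treated wells on the plate with controls excluded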
GLD-1 RNA inh = GLD-1/TGE RNA complex disruptors, primary screen, biochemical, fluorescence polarization. Female germline-specific tumor suppressor gld-1 (Caenorhabditis elegans), Q17339. inhibition, % at 5.96 µM. purified GLD-1 + fluorescein TGE RNA. 320,000 compounds, 0.44% hits;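 active = percent inhibition above a per-plate cutoff, the plate mean of test compounds plus 3 SD, cut at about 30% in these data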;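 also: 0% = DMSO wells with GLD-1 and probe and 100% = wells lacking GLD-1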
Target sequence (Q17339 whole entry, looked up): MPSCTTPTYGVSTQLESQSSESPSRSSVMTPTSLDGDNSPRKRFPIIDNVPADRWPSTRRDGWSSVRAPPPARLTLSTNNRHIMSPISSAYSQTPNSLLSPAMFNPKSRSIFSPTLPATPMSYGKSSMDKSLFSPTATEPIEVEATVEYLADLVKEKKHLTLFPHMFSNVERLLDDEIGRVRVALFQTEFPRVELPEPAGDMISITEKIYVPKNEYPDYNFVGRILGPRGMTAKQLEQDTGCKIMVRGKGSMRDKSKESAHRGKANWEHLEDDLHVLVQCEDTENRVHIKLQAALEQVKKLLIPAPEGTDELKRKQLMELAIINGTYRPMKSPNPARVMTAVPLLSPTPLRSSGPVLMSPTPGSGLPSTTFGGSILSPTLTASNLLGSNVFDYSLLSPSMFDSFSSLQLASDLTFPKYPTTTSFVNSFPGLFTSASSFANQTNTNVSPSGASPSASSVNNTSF
AGP1-GFP MLPCN = modulators of AGP1-GFP expression in yeast TOR pathway, primary screen, cell-based, multiplex flow cytometry, S. cerevisiae, MLPCN library; GFP response vs DMSO, % at 10 µM; 3 h; GFP as percent of DMSO wells; AID 2066, 2009; 320,000 compounds, 0.02% hits;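 active = GFP response relative to DMSO above a set limit, near screen average plus 3 SD, cut at about 150% in these data; inconclusive = fewer than 70 cells counted for the yeast strain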;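 also: median GFP channel fluorescence of the gated AGP1 strain per well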
MEX-5 binding = MEX-5 zinc finger RNA-binding disruptors – biochemical, C. elegans, fluorescence polarization, MLPCN library, primary screen; activity score (negative = inhibition of binding), % at 10 µM; MEX-5/FITC-TCR2 RNA binding; stronger effect = lower value; 300,000 compounds, 0.38% hits; Zinc finger protein mex-5 (Caenorhabditis elegans), Q9XUB2;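 active = inhibition past about -25% in most replicates, and total fluorescence under double the plate's negative control median, limit read from the data; inconclusive = replicates evenly split on the limit, or fluorescence at least double controls; inactive = too little inhibition in most replicates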;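 also: 0% = DMSO and -100% = 5 µM competing unlabeled TCR2 RNA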
Bcl-xL primary = inhibitors of human Bcl-xL, primary screen, biochemical, fluorescence polarization, HTS. 320,000 compounds, 0.7% hits. inhibition, % at 10.9 µM. GST-Bcl-xL / FITC-Bim BH3 peptide fluorescence polarization;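 active = inhibition above the mean of all tested compounds plus 3 SD, cutoff set per campaign, cut at about 30% in these data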;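 also: 0% = DMSO wells and 100% = unlabeled Bim-BH3 peptide competitor; inhibitors lower millipolarization by displacing the labeled peptide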
MCL1 BIM primary = inhibitors of MCL1 binding to BIM-BH3, primary screen, biochemical, fluorescence polarization; GST-MCL1 / FITC-Bim-BH3 fluorescence polarization; inhibition, % at 10.9 µM; 320,000 compounds, 0.68% hits;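 active = inhibition above the mean inhibition of all tested compounds plus 3 SD, set per campaign, cut at about 40% in these data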;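 also: 0% = DMSO wells and 100% = unlabeled Bim-BH3 peptide control; higher means more loss of mP so more displacement of Bim peptide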
Target sequence (Q07820 whole entry, looked up): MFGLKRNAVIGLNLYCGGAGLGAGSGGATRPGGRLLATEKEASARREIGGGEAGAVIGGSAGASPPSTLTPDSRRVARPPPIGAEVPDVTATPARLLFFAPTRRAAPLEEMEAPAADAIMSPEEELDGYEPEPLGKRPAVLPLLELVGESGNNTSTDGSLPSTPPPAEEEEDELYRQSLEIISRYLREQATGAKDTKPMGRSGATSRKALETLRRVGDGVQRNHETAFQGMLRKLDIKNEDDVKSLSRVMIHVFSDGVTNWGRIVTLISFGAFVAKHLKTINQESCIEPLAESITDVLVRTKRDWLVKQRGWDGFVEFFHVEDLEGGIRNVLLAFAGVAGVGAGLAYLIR
VLA-4 inh = inhibition in human VLA-4 binding assay, primary screen, VLA-4 allosteric modulator project, MLPCN library, flow cytometry, VLA-4 expressing cells | Integrin alpha-4 (Homo sapiens), P13612 | inhibition, % (about 7 µM as worked out from the volumes in the protocol) | 330,000 compounds, 0.2% hits | AID 2557, 2010 | ligand binding flow cytometry; in the data active = inhibition above about 50%
The depositor's hits bear a star; ? = inconclusive; . = not tested or not shown.

No.	SMILES	GRK2 inh	CIT2 TOR yeast	Yeast superoxide	GLD-1 RNA inh	AGP1-GFP MLPCN	MEX-5 binding	Bcl-xL primary	MCL1 BIM primary	VLA-4 inh
1	CS(=O)(=O)N1CCN(c2ccc([N+](=O)[O-])c(NCc3cccnc3)c2)CC1	2	88	101	-8	92	-0.1	2	-3	-3
2	O=C(NCc1ccc(F)cc1)C1CCC(CNS(=O)(=O)c2ccccc2)CC1 (centres undefined)	0	125	90	3	101	-1.3	1	4	3
3	COC(=O)CCC(=O)N1CCCC(N2CCN(c3ccc(OC)cc3)CC2)C1 (centres undefined)	3	110	97	-1	101	-0.7	0	6	5
4	CCOC(=O)N1CCN(C(=O)C2CCN(S(=O)(=O)N(CC)CC)CC2)CC1	2	109	76	-2	97	2.5	-2	7	9
5	CCOC(=O)N1CCC(c2cc(=O)n3[nH]cc(C(=O)OC)c3n2)CC1	1	107	101	-2	106	-3.9	1	4	-17
6	Cc1cc(C(F)(F)F)n2ncc(-c3ccc(F)cc3)c2n1	0	93	87	6	94	1.7	2	2	9
7	CC(=O)N1CCN(C(=O)C2(NC(=O)Nc3ccc(C)cc3)CCCCC2)CC1	3	98	107	4	102	-0.2	8	4	-4
8	COC(=O)c1nnn(CC(=O)Nc2cccc(OC)c2)c1C(=O)OC	0	104	110	3	109	0.5	-1	0	4
9	COc1ccccc1S(=O)(=O)Cc1ccc(C(=O)NCc2ccc3c(c2)OCO3)o1	0	90	88	-3	93	0.6	-1	-1	14
10	O=C(CSc1nnc(-c2ccc(O)cc2)o1)N1CCOCC1	.	98	96	1	99	-2.0	-5	0	9
11	COc1ccccc1C(=O)NNC1CC(=O)N(c2ccc3c(c2)OCCO3)C1=O (centres undefined)	0	92	105	-2	94	1.4	0	0	5
12	CNC(=O)c1cc(C(=O)c2ccccc2Br)c[nH]1	2	98	112	1	92	4.7	0	-4	12
13	CC(C)CC(=O)Nc1nc2c(c(=O)[nH]1)CCCC2	1	108	93	1	113	2.3	0	-3	5
14	COc1cc([N+](=O)[O-])cc(/C=N/NC(=O)Cn2nccc2C)c1O	0	110	86	-6	101	-4.6	-2	3	-5
15	O=C(O)c1[nH]c2ccc(Cl)cc2c1CC(=O)N1CCN(C(=O)c2ccco2)CC1	0	91	101	7	92	-3.2	12	20	-8
16	C=CCOc1ccc(Cl)cc1CNC1CCCC1	1	103	118	5	98	2.1	3	-3	0
17	Cc1c(NC(=O)CSc2nnc3c4ccccc4n(CCc4ccccc4)c3n2)c(=O)n(-c2ccccc2)n1C	6	96	96	1	102	1.7	0	-4	18
18	CC1CCN(CCCNC(=O)C2CCC(=O)N2C2CCCC2)CC1 (centres undefined)	0	108	106	-9	101	-1.0	1	2	15
19	O=C(N/N=C/c1ccccn1)c1ccc(NC(=O)c2cccc([N+](=O)[O-])c2)cc1	0	94	94	-3	100	4.1	1	1	10
20	O=C(NCCc1c[nH]c2ccccc12)C(=O)NCC(c1ccco1)N1CCN(c2ccccc2)CC1 (centres undefined)	0	108	97	7	110	1.6	1	-3	-16
21	OC1(CC#CCN2CCCCC2)c2ccccc2-c2ccccc21	.	103	95	-1	106	0.1	6	2	12
22	CCOC(=O)c1sc2ncn(CC(=O)Nc3cc(C)on3)c(=O)c2c1C	2	105	114	-12	97	.	-1	-3	-10
23	COc1cc(/C=N/NC(=O)C(=O)N2CCCCCC2)ccc1O	0	96	107	7	98	2.4	2	-3	-2
24	O=C(Nc1ccc(OC(F)F)c(Cl)c1)Nc1ccc2c(c1)OCO2	0	92	111	6	92	1.5	7	6	1
25	CS(=O)(=O)N(CC(=O)Nc1ccccc1Sc1ccccc1)c1ccc(F)cc1	0	113	104	1	109	0.8	5	8	7
26	CC1(C)CC(=O)C2=C(C1)Nc1nc(SCCN3CCOCC3)[nH]c(=O)c1C2c1cccs1 (centres undefined)	3	103	98	-3	103	-1.2	8	1	2
27	CCC(=O)NCCc1nc2cc(NC(=O)c3ccc(Cl)cc3)ccc2n1C	0	101	92	.	99	-1.5	.	.	9
28	Cc1cccc(OCC(=O)NC2CCCc3ccccc32)c1C (centres undefined)	0	?	87	0	?	0.5	1	-5	-4
29	Cc1cc2c(nn1)CCc1c-2no[n+]1[O-]	0	92	107	2	98	0.8	4	2	8
30	CC(=O)c1sc(NC(=O)c2ccccc2F)nc1-c1ccccc1	6	92	116	-4	99	-0.3	0	0	-1
31	CCc1sc(N(C(=O)Cc2ccccc2)c2ccc(F)cc2)nc1-c1ccccc1	1	105	99	5	102	-1.8	5	-2	13
32	CCCCOC(=O)Nc1nc2ccccc2s1	0	88	101	1	101	3.7	5	6	6
33	CCOc1ccccc1NC(=O)c1ccc2c(c1)C(=O)N(CC)C2=O	4	104	102	6	101	-2.7	7	11	-7
34	Cc1nn(CC(=O)NCCN2CCOCC2)c(C)c1[N+](=O)[O-]	0	100	91	2	110	1.8	6	8	7
35	CC(C)c1ccc(C2CC(=O)N3CN(C)CSC3=C2C#N)cc1 (centres undefined)	2	97	108	0	100	-0.6	3	5	-8
36	Cc1cc2oc(=O)cc(CN3CCCCC3C)c2c(C)c1Cl (centres undefined)	3	91	117	6	85	-1.4	-1	3	-12
37	COc1ccc(S(=O)(=O)n2cnc3cc(C)c(C)cc32)cc1C	0	97	87	3	101	-0.5	1	-1	15
38	Cc1cc(NS(=O)(=O)c2ccc(NC(=S)NC(=O)c3ccccc3)cc2)no1	3	106	107	6	97	-0.7	13	13	-7
39	c1ccc(-c2nc3ccccn3c2NCc2ccc3c(c2)OCO3)cc1	0	97	98	2	89	-2.1	8	7	-15
40	CC(C)C(=O)Nc1ccc2c3c(cccc13)CC2	0	89	94	-7	102	1.3	1	0	0
41	CCCSc1nsc(NC(=O)C(c2ccccc2)c2ccccc2)n1	3	97	95	-2	107	0.6	2	5	13
42	COc1cc(C(=O)NC(=S)Nc2ccc(Cl)c(C(=O)O)c2)cc(OC)c1OC	0	96	104	7	97	0.4	8	13	7
43	CCOC(=O)c1nnn(-c2nonc2N)c1-c1ccc(F)cc1	1	90	106	1	93	2.3	1	4	-15
44	Cc1ccc2oc(-c3cccc(N)c3)nc2c1	0	92	95	2	98	1.1	2	-5	11
45	Cc1cc2oc(C(=O)Nc3ccc(S(N)(=O)=O)cc3)c(C)c2cc1Cl	0	102	100	0	101	1.6	7	8	14
46	CC[n+]1c(/C=C2/C=C(C)CC(C)(C)C2)sc2ccc(OC)cc21	18	96	101	-30	102	-0.6	9	15	-174
47	CCOc1ccc(OCC(=O)N(CCC2=CCCCC2)c2c(N)n(Cc3ccccc3)c(=O)[nH]c2=O)cc1	0	97	85	8	110	-5.6	2	-1	0
48	COc1ccc(NC(=O)c2cc3cc(OC)ccc3oc2=N)cc1	1	90	104	7	97	-1.4	6	3	21
49	CC(=O)[C@@H]1[C@@H](C(=O)c2ccccc2)[C@]2(C(=O)Nc3ccccc32)[C@H]2C=Cc3cc(F)ccc3N12	6	103	111	6	104	1.0	20	15	-52
50	CCNS(=O)(=O)c1ccc(NC(=O)c2ccccc2)cc1	0	99	107	7	95	.	0	8	5
51	CCOC(=O)c1nnc(-c2ccccc2)nc1NCc1ccccc1	2	95	96	5	97	1.1	6	2	-2
52	CC(=O)c1ccc(NC(=O)CSc2nnc(NC(=O)c3ccco3)s2)cc1	46*	95	93	-3	100	0.3	4	-4	0
53	CCCCN(Cc1cc2cc(OC)ccc2[nH]c1=O)C(=O)COc1ccccc1	2	95	117	5	96	-3.0	4	1	2
54	O=C(CN1CCN(S(=O)(=O)c2cccc(F)c2)CC1)Nc1ccnn1C1CCCC1	2	92	86	-1	93	.	6	0	2
55	O=C(Nc1cccc(S(=O)(=O)C(F)F)c1)c1ccc(Cl)c(S(=O)(=O)N2CCOCC2)c1	1	96	99	-3	104	-0.9	7	-3	8
56	COc1ccc(Cc2c(Cl)ncnc2Cl)cc1	4	98	90	-1	99	-0.9	4	10	5
57	CCc1c(C)nc2cc(-c3cc(OC)cc(OC)c3)nn2c1N1CCN(CCN2CCOCC2)CC1	1	96	105	6	96	0.3	4	17	-8
58	CCc1ccc(-c2nc(CN3CCC(C(=O)NCc4ccco4)CC3)c(C)o2)cc1	0	110	97	-1	104	-0.5	-2	-7	3
59	CC1(C)C(C#N)=C(N)Oc2c1c(=O)oc1ccccc21	0	109	93	3	99	1.5	7	7	14
60	COc1ccccc1COc1ccc2c(C)c(CC(=O)O)c(=O)oc2c1C	2	97	96	-5	91	0.8	3	3	-4
61	Cc1cccc(/C=C/c2onc(C)c2S(=O)(=O)N2CCC(C(=O)N3CCC(C)CC3)CC2)c1	5	98	92	0	96	-1.1	11	4	17
62	CC1(C)CC2CC(C)(CN2C(=O)COC(=O)c2cncc(Br)c2)C1 (centres undefined)	1	96	113	11	94	.	10	-1	-1
